TCR activator – Activators of T cell receptors: qHTS campaign; primary human leukocytes, anti-CD3, IL-2 HTRF, 48 h; Potency, µM (series often up to 9.22 µM), without a hit: at the highest dose activation of IL-2 secretion, usual class: activators; 330,000 tested, under 10 active; AID 504894, 2011; further: % of control where 0% means no effect
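Primary human leukocytes were stimulated with a-CD3 beads plus compounds for 48 hr without co-stimulation; secreted IL-2 was quantified by HTRF using a-IL-2-K (europium cryptate) and a-IL-2-d2, excited at 320nm with acceptor emission read at 665nm.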
GALK inhibitor – qHTS Assay for Inhibitors of Human Galactokinase (GALK). AID 1868, 2009. 270,000 tested, 0.007% active. Potency, µM (titrated, usually from 57.5 µM), for inactives: at the top dose activity change, negative = inhibition, actives largely listed as inhibitors. Purified GALK, Kinase-Glo residual ATP luminescence. P51570; further: potency means the concentration at half of the fitted maximal effect; on the % scale 0 is the no-effect control and ±100 the full control effect
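5 nM enzyme, 35 uM ATP, 100 uM galactose, 20 mM HEPES pH8.0, 5 mM MgCl2; 1 h RT; residual ATP by Kinase-Glo Plus luminescence, qHTS format.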
BCR signal inh – qHTS Assay to Find Inhibitors of Chronic Active B-Cell Receptor Signaling; Potency, µM (top dose mostly 46.1 µM), without a hit: top-dose ratio change, negative = lower green/red ratio, hits mostly inhibitors; 340,000 tested, 0.05% active; ABC-DLBCL IkBa-CBG/CBR reporter, luminescence ratio, 4 h; AID 493014, 2011; active means well fitted inhibition curve with a large enough effect in the signal ratio, with a control signal flat, not every such curve was filed as active; inconclusive means small, poorly fitted or top-dose-only effect, or effect the other way, or a change in a side signal; the % refers to the signal ratio;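 further: potency means the concentration at half of the fitted maximal effect; plate controls were basal doxycycline-induced cells for no effect and cells given 10 µM MG132 for full effect; MG132 reads +100%, hits lower the ratio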
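Doxycycline induced both beetle luciferases in TMD8 lymphoma cells; IKK-driven degradation limits the IkappaBalpha-fused green signal, while red luminescence normalises for cell number and nonspecific effects. Compounds tested up to 46 uM, 4 hrs.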
Giardia killer – Small Molecules that selectively kill Giardia lamblia: qHTS; 340,000 tested, 0.15% active; activity change, % at 7.66 µM, hits read low; AID 540267, 2011; Giardia lamblia trophozoite viability; in the data active means activity change below about -80%; inconclusive means between about -30% and that limit;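 further: parasites exposed to compound for two days anaerobically before the ATP read; on the % scale 0 is the no-effect control and ±100 the full control effect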
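Trophozoite viability was measured as ATP-dependent luminescence, read 15-30 min after reagent addition. Before that, parasites at 100 cells/well were exposed to compounds for 48 h, anaerobically, at 37 deg C.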
TSHR antag – Antagonists of the Thyroid Stimulating Hormone Receptor: HTS campaign; activity change, negative = inhibition, % at 11.5 µM; AID 504810, 2011; Thyrotropin receptor (Homo sapiens), P16473; TSHR-expressing cells, TSH-stimulated cAMP HTRF, 2 h; hits give low values; 330,000 tested, 0.2% active;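 active means activity change below a set negative limit, meaning inhibition stronger than a set level, cut at about -70% in these data; inconclusive means activity change between two set negative limits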; further: on the % scale 0 is the no-effect control and ±100 the full control effect
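TSHR-expressing cells, 200/well, pre-treated with compound, then stimulated with EC80 TSH (4nM final) for 2 hours at 37 deg C. cAMP measured by competitive HTRF: anti-cAMP cryptate antibody in lysis buffer plus cAMP-d2, read after 30 minutes at room temperature.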
Coupling enz – qHTS Assay for Inhibitors of Fructose-1,6-bisphosphate Aldolase from Giardia Lamblia: Coupling assay counterscreen; coupling enzyme system counterscreen, AmpLite Red fluorescence; activity change, negative = inhibition, % at 58.2 µM, hits read low; 290,000 tested, 0.67% active; AID 2472, 2010; in the data active means activity change below about -30%; further: on the % scale 0 is the no-effect control and ±100 the full control effect
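Fluorescence at 525 nm excitation and 598 nm emission measured inhibition of the coupled detection system without aldolase. Compounds (at 57.5 uM final) were preincubated 10 min at room temperature with coupling enzyme reagent before a 20 min substrate/AmpLite Red step.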
Tb PFK block – qHTS Assay to Find Inhibitors of T. brucei phosphofructokinase | AID 485367, 2010 | Potency, µM (titrated, usually from 57.5 µM), without a hit: at the top dose activity, negative = inhibition, hits mostly inhibitors | ATP-dependent 6-phosphofructokinase (Trypanosoma brucei brucei), O15648 | T. brucei PFK, ADP-Glo luminescence | 330,000 tested, 0.17% active;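 further: potency means the concentration at half of the fitted maximal effect; 0% = uninhibited 1x PFK enzyme wells and -100% = no-enzyme wells; nearly all actives have a fitted effect of over 60% in size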
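Luminescent ADP detection (ADP-Glo, two-step: ATP depletion then ADP-to-ATP conversion for luciferase) reported PFK activity after 45 min room-temperature reaction of 1.25 nM enzyme with 0.5 mM F6P and 0.1 mM ATP at pH 8.0.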
A-T KAP1 phos – qHTS Assay for Identifying a Potential Treatment of Ataxia-Telangiectasia; Potency, µM (doses to about 57.5 µM), without a hit: at the top dose activation, most hits filed as activators; […] A-T fibroblasts, KAP-1 phosphorylation AlphaLISA; neocarzinostatin DNA damage 30 min before lysis; 320,000 tested, 0.19% active; AID 485349, 2010; further: potency means the concentration at half of the fitted maximal effect; % of control where 0% means no effect; nearly all actives have a fitted effect of over 45% in size
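hTERT-immortalized A-T patient fibroblasts ([…]), 500 cells/well in OPTI-MEM, 1% FBS, got compounds for 60 min, then NCS for 30 min at 37C. Lysates were then assayed for phospho-KAP-1 by AlphaLISA (anti-pKAP1 donor, anti-KAP1 acceptor beads), 6 hr at 25C.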
MLL CXXC-DNA inh – qHTS Fluorescence Polarization Assay for Inhibitors of MLL CXXC domain - DNA interaction. Potency, µM (top dose mostly 115 µM), without a hit: at the highest dose activity change, negative = inhibition, most hits filed as inhibitors. MLL-CXXC / FITC-HOXA9 DNA fluorescence polarization. AID 2662, 2010. 290,000 tested, 0.037% active; active means well fitted inhibition curve with a large enough effect in the polarisation, with a control signal flat, not every such curve was filed as active; inconclusive means small, poorly fitted or top-dose-only effect, or effect the other way, or a change in a side signal; inactive means no such curve, though single readings can be large or run the other way; the % refers to the polarisation; further: potency means the concentration at half of the fitted maximal effect
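Steps: dispense CXXC domain solution (7 uM) → pin compounds or unlabeled HOX-A9 DNA control → 5 min ambient → add FLSN-HOX-A9 solution (50 nM) → spin → 30 min ambient → fluorescence polarization. Tris pH 7.5/NaCl/DTT/BSA buffer.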
KCNH2 WT inh – qHTS for Inhibitors of KCHN2 3.1: Wildtype qHTS. Voltage-gated inwardly rectifying potassium channel KCNH2 (Homo sapiens), Q12809. U2OS, BacMam KCNH2, thallium flux FluxOr; hits give low values. activity change, % at 1.84 µM. 340,000 tested, 0.37% active;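 active means maximum activity change below -70%; inconclusive means maximum activity change between -70% and -50%; inactive means maximum activity change above -50%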; further: on the % scale 0 is the no-effect control and ±100 the full control effect
Target sequence (Q12809 whole entry, looked up): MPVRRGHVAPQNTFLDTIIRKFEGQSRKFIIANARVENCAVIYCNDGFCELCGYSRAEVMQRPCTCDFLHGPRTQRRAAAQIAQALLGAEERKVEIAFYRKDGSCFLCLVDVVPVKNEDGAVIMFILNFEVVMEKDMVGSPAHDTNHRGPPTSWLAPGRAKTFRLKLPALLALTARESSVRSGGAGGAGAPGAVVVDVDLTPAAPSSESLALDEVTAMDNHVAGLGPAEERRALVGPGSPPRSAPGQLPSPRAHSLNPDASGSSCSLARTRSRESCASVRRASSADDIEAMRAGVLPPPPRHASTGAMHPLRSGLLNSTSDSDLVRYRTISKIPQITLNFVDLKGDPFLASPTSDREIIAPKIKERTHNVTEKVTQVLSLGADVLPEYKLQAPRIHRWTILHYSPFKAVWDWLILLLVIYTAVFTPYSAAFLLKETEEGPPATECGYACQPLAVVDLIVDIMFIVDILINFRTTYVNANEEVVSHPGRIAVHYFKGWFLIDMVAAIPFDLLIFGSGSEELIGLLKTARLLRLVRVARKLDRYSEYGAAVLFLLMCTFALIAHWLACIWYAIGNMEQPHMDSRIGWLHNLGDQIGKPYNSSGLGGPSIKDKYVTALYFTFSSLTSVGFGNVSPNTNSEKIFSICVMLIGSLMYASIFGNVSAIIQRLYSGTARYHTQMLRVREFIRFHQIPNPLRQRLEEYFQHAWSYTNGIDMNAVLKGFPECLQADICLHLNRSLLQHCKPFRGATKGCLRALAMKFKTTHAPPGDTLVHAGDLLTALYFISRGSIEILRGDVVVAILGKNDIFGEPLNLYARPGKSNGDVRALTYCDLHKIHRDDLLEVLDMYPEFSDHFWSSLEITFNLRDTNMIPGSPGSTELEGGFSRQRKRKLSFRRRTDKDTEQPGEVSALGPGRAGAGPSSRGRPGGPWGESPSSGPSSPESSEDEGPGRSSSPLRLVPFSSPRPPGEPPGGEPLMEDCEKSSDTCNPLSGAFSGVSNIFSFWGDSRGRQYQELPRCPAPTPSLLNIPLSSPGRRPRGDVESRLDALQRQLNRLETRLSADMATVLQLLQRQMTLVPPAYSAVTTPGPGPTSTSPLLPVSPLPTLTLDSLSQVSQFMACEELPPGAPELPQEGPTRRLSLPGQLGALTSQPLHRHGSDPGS
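U2OS cells transduced with wild-type KCNH2 virus are loaded with FluxOr dye for 45 min, and thallium flux is measured in kinetic reads before and after stimulation buffer. Rate constants are normalized to DMSO controls.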
* hit, by the source's call; u = inconclusive; x = no result given; [ ] = remark or other dose. Unless noted, the call rests on the fitted dose curve; in most records, active means well fitted curve in the direction sought with a large enough effect; inconclusive means small, poorly fitted or top-dose-only effect, or another doubt; inactive means no such curve, though single readings can be large; an effect the other way counts as inactive or inconclusive.

Value order: TCR activator	GALK inhibitor	BCR signal inh	Giardia killer	TSHR antag	Coupling enz	Tb PFK block	A-T KAP1 phos	MLL CXXC-DNA inh	KCNH2 WT inh
COc1ccccc1NC(=O)COc1ccc(C(=O)OCC(=O)NC(C)(C)C)cc1OC
  -7%	12%	-9%	4	0	6	2%	13%	4%	8
Cc1nc2nc(CNC(=O)OC(C)(C)C)nn2c(C)c1CCC(=O)Nc1ccc2c(c1)OCO2
  1%	7%	6%	-9	9	x	-3%	3%	5%	5
COCCNC(=O)C(c1cccs1)N(C(=O)Cn1nnc2ccccc21)c1ccc(OC)cc1 (stereo not drawn)
  2%[46.1 µM]	0%	14%	20	-13	1	-6%	x	-11%	2
COc1ccccc1CNC(=O)CCCN1C(=O)COc2ccc(C)cc21
  2%	1%	0%	10	-2	0	-3%	-6%	-1%	-14
COc1ccc(N2CCN(C(=O)CCCCCn3c(=S)[nH]c4cc5c(cc4c3=O)OCO5)CC2)cc1
  3%	-1%	-2%	17	-8	x	1%	6%	0%	2
Cc1cc(OC(=O)c2ccccc2Cl)cc(=O)n1C
  0%	-2%	u	-4	0	1	-7%	8%	u	0
Cn1cnc([N+](=O)[O-])c1SCCO
  -8%	-3%	-1%	-17	14	1	0%	u	1%	-3
NNc1nc(-c2ccccc2)cc(-c2ccccc2)n1
  3%	10%	u	-7	-19	0	2%	15%	3%	-1
S=C(NCCN1CCCCC1)Nc1ccccc1
  6%	2%	-1%	1	-8	3	0%	2%	-5%	2
O=[N+]([O-])c1cc(C(F)(F)F)ccc1N/N=C/c1cc2ccccc2nc1Cl
  x	3%	-1%	x	3	2	-2%	1%	0%	x
O=C(c1ccc(Cl)c(F)c1F)N1CCCC1
  -3%	0%	-2%	-12	0	-1	-8%	-7%	-3%	-25
Cc1cc(C(F)F)n2ncc(C(=O)N3CCCCC3)c2n1
  0%[46.1 µM]	0%	-1%	-7	-4	0	1%	3%	4%	-4
CN(Cc1cnn(C)c1)C(=O)c1cc(COc2c(F)cccc2F)on1
  -3%	5%	-6%	0	5	1	-4%	3%	4%	x
Cc1ccc(S(=O)(=O)Nc2cccc(-c3ccc(N4CCCCCC4)nn3)c2)cc1
  2%	5%	7%	2	-4	2	2%	6%	9%	6
COc1ccc(-n2ccnc2)cc1
  -3%	-4%	-1%	2	6	1	1%	-5%	19%	5
CCOCCCNC(=O)C(NC(=O)C1CCC(=O)N1)c1ccc(C)cc1 (stereo not drawn)
  6%	1%	-2%	0	-7	-1	-4%	-3%	-14%	-5
CN(C)c1ccc(NC(=O)c2cnsn2)cc1
  6%	7%	u	u	-9	1	-6%	-2%	-1%	-7
COc1ccc(Cc2nnc(NS(C)(=O)=O)s2)cc1
  1%	-2%	-1%	12	-7	4	-1%	-2%	-5%	2
Cc1cc(NC(=O)CN2CCOCC2)n(-c2nc3ccccc3s2)n1
  2%	-4%	x	6	x	-3	x	x	-11%	7
O=c1onc(-c2cccs2)n1Cc1ccccc1
  -2%	-1%	0%	0	-3	0	-4%	7%	-2%	1

A different layout for part of the listing above:
Cc1ccc(S(=O)(=O)Nc2cccc(-c3ccc(N4CCCCCC4)nn3)c2)cc1
  TCR activator = 2%; GALK inhibitor = 5%; BCR signal inh = 7%; Giardia killer = 2; TSHR antag = -4; Coupling enz = 2; Tb PFK block = 2%; A-T KAP1 phos = 6%; MLL CXXC-DNA inh = 9%; KCNH2 WT inh = 6
COc1ccc(-n2ccnc2)cc1
  TCR activator = -3%; GALK inhibitor = -4%; BCR signal inh = -1%; Giardia killer = 2; TSHR antag = 6; Coupling enz = 1; Tb PFK block = 1%; A-T KAP1 phos = -5%; MLL CXXC-DNA inh = 19%; KCNH2 WT inh = 5
CCOCCCNC(=O)C(NC(=O)C1CCC(=O)N1)c1ccc(C)cc1 (stereo not drawn)
  TCR activator = 6%; GALK inhibitor = 1%; BCR signal inh = -2%; Giardia killer = 0; TSHR antag = -7; Coupling enz = -1; Tb PFK block = -4%; A-T KAP1 phos = -3%; MLL CXXC-DNA inh = -14%; KCNH2 WT inh = -5
CN(C)c1ccc(NC(=O)c2cnsn2)cc1
  TCR activator = 6%; GALK inhibitor = 7%; BCR signal inh = u; Giardia killer = u; TSHR antag = -9; Coupling enz = 1; Tb PFK block = -6%; A-T KAP1 phos = -2%; MLL CXXC-DNA inh = -1%; KCNH2 WT inh = -7

Going on with the list.
Value order: TCR activator	GALK inhibitor	BCR signal inh	Giardia killer	TSHR antag	Coupling enz	Tb PFK block	A-T KAP1 phos	MLL CXXC-DNA inh	KCNH2 WT inh
Cc1ccc(CNc2c(C=O)c(=O)[nH]c3ccccc23)cc1
  -1%	0%	-10%	-16	-9	0	2%	0%	3%	1
Cc1ccc(NC(=O)CC2NCCNC2=O)cc1 (stereo not drawn)
  2%	-2%	0%	-7	3	3	-2%	1%	5%	-2
O=C(Nc1ccncc1)c1ccc(Cl)c(S(=O)(=O)N2CCCCC2)c1
  x	x	-5%	-3	-38	x	-6%	5%	x	1
COc1ccc(CNC(=O)CCc2nnc3ccc(N4CCC5(CC4)OCCO5)nn23)cc1
  -1%	-2%	-1%	14	7	x	-1%	16%	1%	-2
N#Cc1ccc(C(=O)OCC(=O)N2CCCCCC2)cc1
  2%	x	-1%	-5	-1	x	-11%	7%	x	1
CCn1nc(C)cc1Nc1ccccc1
  4%	0%	-24%	1	9	0	1%	5%	14%	-11
Cc1ccc(S(=O)(=O)N2CCN(C(=O)N(C)C)CC2)cc1
  3%	-1%	3%	-10	-4	1	0%	-2%	-1%	-2
CC1CCC(N2CCN(c3ncccn3)CC2)C1 (stereo not drawn)
  3%	-3%	0%	16	15	2	-3%	2%	3%	3
CCC(C)NS(=O)(=O)c1ccc(NC(=O)C2CCCO2)cc1 (stereo not drawn)
  5%	12%	-3%	-12	25	2	2%	6%	-15%	-4
Cn1nnnc1SCc1nc2scc(-c3ccc(Cl)cc3)c2c(=O)[nH]1
  3%	-1%	u	-3	-18	0	2%	3%	14%	15
CCN(CC)S(=O)(=O)c1cc(C)ccc1SC
  1%[46.1 µM]	x	0%	1	-8	-12	4%	1%	1%	5
OCC1(Cc2ccc(F)cc2F)CCCN(CCCc2ccccc2)C1 (stereo not drawn)
  17%	-1%	0%	-9	-13	-5	-2%	-1%	-8%	25
COc1cc(C)ccc1OCCCOc1c(Cl)cccc1Cl
  4%[46.1 µM]	0%	u	-19	7	0	-2%	9%	2%	10
CC(Sc1nccn1C)C(=O)NC1(C#N)CCCCC1 (stereo not drawn)
  -3%	x	4%	5	0	x	3%	-3%	x	-17
Cc1ccccc1OCC(=O)N1N=C(C(F)(F)F)CC1(O)C(C)(C)C (stereo not drawn)
  -3%[46.1 µM]	0%	u	-4	25	1	-2%	19%	9%	11
CC(c1ccccc1)N1C(=O)NC(NC(=O)C(C)(C)C)(C(F)(F)F)C1=O (stereo not drawn)
  0%[46.1 µM]	4%	7%	-8	3	0	3%	2%	1%	0
O=S(=O)(c1cccs1)N1CCN(CCc2ccccc2)CC1
  -17%	6%	u	-14	-4	1	-2%	-1%	-6%	-6
O=C(CN1C(=O)C2C3C=CC(C3)C2C1=O)OCC(=O)c1ccc(Br)cc1 (stereo not drawn)
  1%	1%	-7%	42[activator]	-5	0	-15%	6%	-5%	25
CCOc1ccc(NC(=O)CSc2nc(-c3cccs3)cc(C(F)(F)F)n2)c([N+](=O)[O-])c1
  0%[46.1 µM]	0%	-2%	-23	-2	2	-8%	9%	-2%	5
O=C(CCc1nc(-c2ccccc2)no1)Nc1cccnc1
  -5%	-4%	u	18	-4	1	4%	-2%	-1%	-16
COc1cc(C(=O)N2CCN(S(=O)(=O)c3ccc(C)cc3C)CC2)ccc1OCC(=O)N1CCOCC1
  -1%	x	u	-5	8	x	-8%	-5%	x	-1
Clc1ccc(Cc2ccc(Cl)nn2)c(Cl)c1
  3%	-2%	-1%	-4	-3	0	-9%	4%	-1%	-1
